D2 ag: HTS Assay for Allosteric Agonists of the Human D2 Dopamine Receptor: Primary Screen for Agonists | D(2) dopamine receptor (Homo sapiens), P14416 | HEK293 T-REx D2 cells, calcium flux agonist mode | activation, % at 2 µM | 0.53% of 340,000 active;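 active = activation over 3 SD above normal in the single-dose calcium agonist read, cut at about 30% in these data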; note: 0% is about no effect
Target sequence (P14416 whole entry, looked up): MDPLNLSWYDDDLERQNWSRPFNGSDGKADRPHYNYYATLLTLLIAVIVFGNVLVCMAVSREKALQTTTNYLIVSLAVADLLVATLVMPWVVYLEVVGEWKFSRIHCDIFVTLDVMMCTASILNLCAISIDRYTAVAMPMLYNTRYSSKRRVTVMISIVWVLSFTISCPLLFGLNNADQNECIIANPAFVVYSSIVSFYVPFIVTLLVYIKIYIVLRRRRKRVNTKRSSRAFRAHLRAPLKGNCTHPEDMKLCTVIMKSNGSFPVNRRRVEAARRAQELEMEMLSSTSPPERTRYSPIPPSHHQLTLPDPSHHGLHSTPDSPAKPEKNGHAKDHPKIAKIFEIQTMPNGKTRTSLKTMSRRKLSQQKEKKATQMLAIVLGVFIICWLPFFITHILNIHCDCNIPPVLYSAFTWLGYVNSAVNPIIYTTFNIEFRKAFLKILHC
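In this primary screen, compounds producing a positive calcium signal within 180 s of addition to tetracycline-induced, force-coupled HEK293 Trex D2 cells are flagged; cells are dye-loaded with a no-wash calcium kit beforehand.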
D2 antag: HTS Assay for Allosteric Antagonists of the Human D2 Dopamine Receptor: Primary Screen for Antagonists; HEK293 TREx D2 cells, calcium flux, dopamine EC80; inhibition, % at 10 µM; 2% of 340,000 active; AID 485344, 2010; in the data active = inhibition above about 30%; note: 0% is about no effect
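In this primary screen, negative modulation is detected by tracking calcium flux after an EC80 dopamine challenge in inducible HEK293 T-REx D2 cells preexposed to test compound for 180 s.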
D1 antagonist: Antagonist of Human D 1 Dopamine Receptor: qHTS | D(1A) dopamine receptor (Homo sapiens), P21728 | HEK293 TREx D1 cells, calcium flux, dopamine EC80; active compounds read low | activity change, negative = inhibition, % at 10 µM | 3.2% of 360,000 active; in the data active = activity change below about -30%; note: % is set by controls: 0 for no effect and ±100 for the full control effect
Target sequence (P21728 whole entry, looked up): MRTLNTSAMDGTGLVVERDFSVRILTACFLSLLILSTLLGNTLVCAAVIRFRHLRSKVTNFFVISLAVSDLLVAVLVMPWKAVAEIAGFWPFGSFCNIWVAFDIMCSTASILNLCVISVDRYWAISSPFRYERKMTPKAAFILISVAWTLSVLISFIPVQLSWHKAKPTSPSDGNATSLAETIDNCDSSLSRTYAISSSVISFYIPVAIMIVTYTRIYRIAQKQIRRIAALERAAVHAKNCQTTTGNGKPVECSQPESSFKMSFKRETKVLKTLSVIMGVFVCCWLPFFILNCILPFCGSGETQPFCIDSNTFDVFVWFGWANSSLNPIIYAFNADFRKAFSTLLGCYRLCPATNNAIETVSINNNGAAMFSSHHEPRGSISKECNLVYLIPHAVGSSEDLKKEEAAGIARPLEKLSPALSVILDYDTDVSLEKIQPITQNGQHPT
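Allosteric or orthosteric antagonism assessed as attenuation of the calcium response to EC80 dopamine, added 180 s after compound, in induced HEK293 Trex D1 cells loaded with no-wash calcium dye.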
D1 agonist: Allosteric Agonists of the Human D1 Dopamine Receptor: qHTS. D(1A) dopamine receptor (Homo sapiens), P21728. HEK293 T-REx D1 cells, calcium flux, agonist mode. activation, % at 2 µM. 1% of 360,000 active. AID 504660, 2011; note: 0% is about no effect
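Tetracycline-induced HEK293 TREx D1 cells, force-coupled to calcium signalling, were dye-loaded with a no-wash calcium kit. Compound was pin-added after a 10 s baseline. Fluorescence was read kinetically at 1 cycle/s for 180 s, with calcium rises flagged as agonism.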
D2 PAM: HTS Assay for Positive Allosteric Modulators of the Human D2 Dopamine Receptor: Primary Screen for Potentiators. AID 485347, 2010. potentiation, % at 10 µM. HEK293 T-REx D2, calcium flux, EC20 dopamine potentiation. 0.34% of 340,000 active;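 active = potentiation over 3 SD above the plate norm, cut at about 30% in these data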; note: 0% is about no effect
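Tetracycline-induced HEK293 T-REx cells force-coupled to calcium signalling expressed D2; compounds were pin-added after a 10 s baseline, read kinetically 180 s, then an EC20 dopamine challenge followed with a further 180 s calcium read.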
RXFP1 antagonist: qHTS Assay for Antagonists of the Relaxin Receptor RXFP1; HEK293-RXFP1, relaxin-stimulated cAMP HTRF, 30 min; active compounds read low; activity change, negative = inhibition, % at 57.5 µM; 0.59% of 350,000 active;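 active = activity change of -60% or lower, but not beyond a set lower limit; inconclusive = change between -60% and -40%, or beyond the set limit; inactive = change above -40%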; note: % is set by controls: 0 for no effect and ±100 for the full control effect
TRHR PAM: qHTS for Small Molecule Agonists and Allosteric Enhancers of Human TRH Receptor: Primary Screen for Enhancers. Thyrotropin-releasing hormone receptor (Homo sapiens), P34981. enhancement, % at 2 µM. AID 493056, 2011. TRHR cells, fluo-8 calcium fluorescence, EC20 TRH enhancement. 0.66% of 360,000 active; in the data active = enhancement above about 30%; note: 0% is about no effect
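Enhancer read-out: after compound pinning and an initial kinetic agonist-mode read, an EC20 of TRH (10 nM final) was injected and fluo-8 calcium signal (Ex 480/Em 530) followed at 1 s/cycle for 100 cycles in TRHR-expressing cells.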
D1 potentiator: Potentiators of Human D1 Dopamine Receptor: qHTS | D(1A) dopamine receptor (Homo sapiens), P21728 | HEK293 TREx D1 cells, calcium flux, dopamine EC20 potentiation | potentiation, % at 10 µM | 0.036% of 360,000 active; in the data active = potentiation above about 30%; note: 0% is about no effect
TRHR ag: qHTS for Small Molecule Agonists and Allosteric Enhancers of Human TRH Receptor: Primary Screen for Agonists. Thyrotropin-releasing hormone receptor (Homo sapiens), P34981. TRHR cells, calcium flux fluo-8, FDSS agonist mode. activation, % at 2 µM. 0.18% of 360,000 active. AID 493084, 2011; note: 0% is about no effect
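TRHR-expressing cells loaded with fluo-8 calcium dye; 23 nL library compound pin-transferred, kinetic FDSS fluorescence (Ex 480/Em 530) recorded about 180 s for agonist-induced calcium release, before a 10 nM TRH EC20 addition for potentiator mode.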
* marks the source's active call; other numbers are inactive results; ? = inconclusive; · = not tested or not shown. Cut-off read from the data, not from the text of the source, unless noted: active = activation above about 30%; inactive = the rest.

SMILES | D2 ag | D2 antag | D1 antagonist | D1 agonist | D2 PAM | RXFP1 antagonist | TRHR PAM | D1 potentiator | TRHR ag
CC1Cc2cc(/C=C3/SC(N4CCC(C(N)=O)CC4)=NC3=O)ccc2O1 (configuration not stated) | -0.5 | 21 | 23 | 3 | 5 | 12 | -3 | 0 | -0.1
CCc1cc2c(=O)c(-c3nc4ccccc4n3C)c(C)oc2c(CN2CCN(C)CC2)c1O | 0.6 | 0 | 2 | 1 | 5 | · | 3 | 8 | 0.1
O=C(Oc1cccc(NC2=NS(=O)(=O)c3ccccc32)c1)c1cccnc1 | 1.6 | 16 | -12 | 1 | 13 | -14 | 2 | -1 | 0.9
O=C(NCC1CCCO1)c1cc(-c2ccncc2)nc2ccc(S(=O)(=O)N3CCOCC3)cc12 (configuration not stated) | · | · | -1 | 0 | 3 | -10 | -1 | 4 | 0.0
CCCCCn1c(=O)[nH]c2cc(C(=O)NCc3ccc(OC)cc3)ccc2c1=O | 1.1 | · | 2 | 0 | 1 | · | 0 | 0 | 0.4
Cc1ccc(F)cc1NCC(=O)Nc1ccc(Br)cc1 | -0.6 | 8 | 4 | 1 | 2 | 10 | 0 | -3 | -0.4
C=CCOC(=O)C1=C(C)NC(SCC(N)=O)=C(C#N)C1c1ccc(C)cc1 (configuration not stated) | 0.1 | -13 | 3 | 2 | 5 | 3 | 27 | -1 | 0.2
C=CCc1cccc2cc(C(=O)Nc3ccc(S(=O)(=O)Nc4nnc(CC)s4)cc3)c(=O)oc12 | -0.2 | -5 | 6 | 1 | -5 | · | 8 | 2 | 0.2
CC(C)(C)c1csc(N/N=C/c2cccnc2)n1 | -1.5 | -5 | 9 | -3 | 4 | -15 | -11 | -3 | 0.6
N/C(Cn1cncn1)=N\NC(=O)c1ccc(Cl)cc1Cl | 1.0 | 11 | -1 | 2 | 3 | -2 | 3 | -4 | 0.6
CCOc1ccc(CCNC(=O)CCn2c(=O)c3cccn3c3ccc(F)cc32)cc1 | 0.2 | · | -8 | 0 | 6 | -2 | -3 | -2 | -0.4
Clc1ccccc1Nc1ncnc2c1nc1n2CCCCC1 | -2.4 | · | 3 | 5 | 6 | · | 9 | 2 | -1.0
CCc1nnc(SCC(=O)NCCC2=CCCCC2)nc1CC | 0.4 | -18 | -7 | 3 | 0 | -10 | 5 | -2 | 0.4
O=C(COc1ccc(/C=N/NS(=O)(=O)c2ccccc2)cc1)Nc1ccc(F)cc1 | -1.0 | 7 | -27 | 9 | -4 | -1 | -4 | 5 | -0.5
C[n+]1cccc(O)c1SCc1ccccc1 | -1.5 | 6 | -1 | 2 | 4 | · | 2 | -8 | 0.1
COc1cc(OC)c(OC)cc1/C=N/Nc1ccc(Cl)nn1 | 0.5 | -12 | 4 | 1 | -1 | -7 | -3 | -5 | 1.1
Cn1c2ccccc2c2cc(C(=O)NNC(=O)CCl)sc21 | 0.9 | -8 | -1 | 2 | 28 | -12 | -6 | -1 | 0.0
O=c1cc(-c2ccccc2)[nH]c2ccccc12 | 0.2 | -11 | -2 | 1 | 8 | 10 | 1 | -4 | 0.3
COc1ccc(NC(=O)C2CC(=O)N(C)C(=Nc3ccc4c(c3)OCO4)S2)cc1 (configuration not stated) | 0.5 | 25 | 2 | 0 | 0 | 13 | 2 | 0 | 1.2
CC(C)n1ncc2c(C(=O)O)cc(C3CC3)nc21 | 0.9 | -16 | 13 | 0 | 3 | 1 | 1 | -3 | 0.3

An excerpt from above in order of heavy-atom count, falling.
SMILES | D2 ag | D2 antag | D1 antagonist | D1 agonist | D2 PAM | RXFP1 antagonist | TRHR PAM | D1 potentiator | TRHR ag
O=C(NCC1CCCO1)c1cc(-c2ccncc2)nc2ccc(S(=O)(=O)N3CCOCC3)cc12 (configuration not stated) | · | · | -1 | 0 | 3 | -10 | -1 | 4 | 0.0
CCc1cc2c(=O)c(-c3nc4ccccc4n3C)c(C)oc2c(CN2CCN(C)CC2)c1O | 0.6 | 0 | 2 | 1 | 5 | · | 3 | 8 | 0.1
CCOc1ccc(CCNC(=O)CCn2c(=O)c3cccn3c3ccc(F)cc32)cc1 | 0.2 | · | -8 | 0 | 6 | -2 | -3 | -2 | -0.4
C=CCOC(=O)C1=C(C)NC(SCC(N)=O)=C(C#N)C1c1ccc(C)cc1 (configuration not stated) | 0.1 | -13 | 3 | 2 | 5 | 3 | 27 | -1 | 0.2
CC1Cc2cc(/C=C3/SC(N4CCC(C(N)=O)CC4)=NC3=O)ccc2O1 (configuration not stated) | -0.5 | 21 | 23 | 3 | 5 | 12 | -3 | 0 | -0.1
CC(C)n1ncc2c(C(=O)O)cc(C3CC3)nc21 | 0.9 | -16 | 13 | 0 | 3 | 1 | 1 | -3 | 0.3

Continuation.
SMILES | D2 ag | D2 antag | D1 antagonist | D1 agonist | D2 PAM | RXFP1 antagonist | TRHR PAM | D1 potentiator | TRHR ag
COc1ccc(OC)c(C(=O)NC(CC(N)=O)c2ccc(N3CCCCCC3)c([N+](=O)[O-])c2)c1 (configuration not stated) | 0.5 | -2 | 6 | -1 | 1 | · | 4 | 2 | -0.2
O=C(O)c1ccc(COCC(F)(F)F)cc1 | 1.0 | -4 | -15 | 0 | 10 | -5 | 3 | -3 | 0.9
COCCNC(=S)N1CCN(C(=O)C(=O)Nc2ccc(C(=O)OC)cc2)CC1 | 1.0 | 3 | -1 | 1 | 11 | 2 | 0 | 4 | 0.0
CCC(CC)=NNc1cccc([N+](=O)[O-])c1 | -0.8 | 6 | 4 | 4 | 10 | 8 | -4 | -1 | -0.6
CSCCC(NC(N)=O)C(=O)N(C)CC(=O)Nc1ccc(C)cc1 (configuration not stated) | 0.3 | 17 | 9 | 4 | -17 | -7 | -2 | -2 | 0.1
OCCCNc1nccc(-c2cc(Nc3cccc(Cl)c3)ncn2)n1 | 0.0 | -4 | 4 | 1 | -2 | · | 2 | -3 | -0.8
CCCCCC(=O)NC(=S)Nc1ccccc1C(=O)OC | 0.8 | -14 | -23 | 4 | 4 | -6 | -2 | -12 | 0.4
COc1ccccc1C(=O)NC(CCSC)C(=O)NCC(c1ccccc1OC)N1CCCC1 (configuration not stated) | 1.4 | -4 | -7 | 1 | 10 | -5 | 6 | 11 | -0.1
Cc1cc(C)c(C#N)c(SCCS(=O)(=O)c2ccc(Cl)cc2)n1 | -1.4 | 7 | 0 | 8 | 5 | -15 | 0 | -2 | 0.8
Cc1ccccc1N(C(=O)CS(=O)CC(=O)Nc1ccc(F)cc1)C(C)C(=O)NC(C)(C)C (configuration not stated) | 0.5 | 14 | 7 | 3 | -2 | -5 | 15 | -6 | 0.2
O=C(NC(=S)Nc1ccccc1N1CCCC1)c1ccc(F)cc1 | 1.1 | -6 | · | -1 | 6 | -9 | 3 | 1 | 0.7
COc1cccc(C(=O)Nc2nnc(S(=O)(=O)N(C)c3ccccc3)s2)c1 | 0.6 | -10 | -5 | 0 | -20 | -24 | 19 | 2 | 0.9
CC(c1ccccc1)C1C(C#N)=C(N)OC2=C1C(=O)CC(C)(C)C2 (configuration not stated) | -1.0 | 17 | -9 | 9 | -5 | -13 | -3 | -5 | 0.0
CN(CC(=O)Nc1ccc(F)cc1)CC(=O)Nc1ccc(Cl)c(S(=O)(=O)N2CCOCC2)c1 | 1.5 | -2 | -12 | 0 | -9 | -1 | -8 | -2 | -0.3
CCC1(c2ccccc2)NC(=O)N(CC(=O)c2ccc3c(c2)OCO3)C1=O (configuration not stated) | 0.2 | 2 | -1 | 5 | 15 | 5 | -1 | 5 | 1.5
CCCn1c(SC(C)C(=O)NCC2CCCO2)nc2cc(Cl)ccc2c1=O (configuration not stated) | -1.1 | 6 | 24 | 0 | -20 | -27 | -6 | -1 | -0.9
CN(CC(=O)Nc1cccc2ccccc12)C(=O)/C=C/c1cccs1 | -0.4 | -8 | -2 | 0 | -7 | 16 | -10 | -5 | -0.5
O=C(OCCCc1cc2ccccc2c(=O)o1)c1ccco1 | -0.1 | 0 | · | 1 | 1 | · | 5 | -1 | 0.0
N#Cc1nc(-c2ccccc2F)oc1NCCc1ccccc1 | 0.2 | 4 | -5 | 1 | -8 | -5 | 1 | -8 | 0.6
COc1ccc(-n2cc(C(=O)c3cc4ccccc4oc3=O)c(C(C)=O)n2)cc1 | -0.2 | 11 | 2 | 2 | 2 | -8 | 0 | -1 | -0.1
COc1cc2c(cc1NS(=O)(=O)N1CCCC1)oc1ccccc12 | 0.6 | 8 | 18 | -2 | 3 | 4 | -4 | -2 | 0.0
OC(CNCc1cccc(Cl)c1)c1ccccc1 (configuration not stated) | 0.0 | 0 | 8 | 10 | -6 | 9 | -2 | -3 | 0.8
CCC(C(=O)NCc1ccccc1OC)c1ccccc1 (configuration not stated) | 0.7 | 12 | -18 | 3 | 7 | 2 | 2 | 4 | 0.2
COc1ccc(NC(=O)CSc2nnc(C)c(=O)n2N)cc1 | 1.2 | -2 | -2 | 4 | -2 | -5 | 4 | 2 | 0.4
C(=N\n1c2ccccc2c2ccccc21)/c1ccccc1 | 0.2 | 11 | 7 | 12 | 13 | -1 | -2 | 15 | 0.7
CCOc1cc(C2c3c(-c4ccccc4)n[nH]c3C(=O)N2c2ccc(C(=O)O)cc2)ccc1O (configuration not stated) | -0.8 | -9 | 9 | 0 | 23 | 3 | 19 | -2 | -0.6
O=C(CCn1c(=S)oc2ccccc21)NC1CCCCCCC1 | -0.5 | -5 | 1 | 2 | -3 | 4 | 1 | 0 | 0.0
O=C(Nc1ccccc1)N1CCC(c2nc(-c3ccc(S(=O)(=O)N4CCOCC4)cc3)no2)CC1 | 0.9 | 28 | -5 | 4 | -5 | -5 | -5 | -7 | 0.9
O=C(O)/C=C/C(=O)Nc1ccc(-n2ccc(C(F)(F)F)n2)cc1 | 0.1 | -2 | 4 | 2 | -4 | 2 | -1 | -3 | 0.7
Cc1ccc(C2CC(C(F)F)n3ncc(C(=O)Nc4c(C)nn(Cc5c(F)cccc5Cl)c4C)c3N2)cc1 (configuration not stated) | -0.2 | -3 | 6 | 5 | -1 | -13 | 1 | 5 | -0.2
COC(=O)CSc1nc(-c2ccccc2)cc(-c2ccco2)c1C#N | -1.9 | -11 | -8 | 5 | 3 | -4 | -10 | -2 | -0.5
O=C(CSc1n[nH]c(-c2ccncc2)n1)Nc1ccc(Br)cc1 | 0.3 | 13 | 19 | 1 | 18 | -11 | 5 | 0 | 0.1
CCOC(=O)c1cc(-c2ccc(F)cc2)n(CCC(=O)NC2CCCCC2)c1C | 0.3 | · | -10 | 3 | 12 | ? | -1 | 0 | -0.6
COc1cccc(Nc2nc3cc(C)ccc3nc2NS(=O)(=O)c2ccc(Cl)cc2)c1 | -0.2 | · | -50* | 58* | -1 | -11 | -1 | -4 | 6.1

Screens (PubChem BioAssay)

Not a hit list; overall some 7.3% were active at least once.
